NadD block – inhibitors of S. aureus NadD, primary screen, biochemical, colorimetric, uHTS. Nicotinate-nucleotide adenylyltransferase NadD (Staphylococcus aureus N315). purified NadD enzyme, colorimetric absorbance read-out. inhibition, % at 20 µM. 360,000 compounds, 0.78% hits; in the data active means inhibition above about 26%; further: some compounds past the cut are filed as inactive
Scp-1 inhibitor – Scp-1 phosphatase inhibitors, primary screen, biochemical, colorimetric, uHTS; Carboxy-terminal domain RNA polymerase II polypeptide A small phosphatase 1 (Homo …; AID 493091, 2011; 340,000 compounds, 0.88% hits; Recombinant Scp1, phosphopeptide, malachite green phosphate absorbance; inhibition, % at 20 µM;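 active means inhibition above about 50% at 20 µM, limit read from the data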;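 further: plate controls were DMSO wells with enzyme for no effect and wells lacking enzyme for full effect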
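Material: truncated SCP-1 phosphatase (76-261aa) / Buffer or medium: 50 mM Tris acetate pH 5.5, 0.005% Tween-20, 10 mM MgCl2 / Compound dosing: one concentration, 20 µM, with 1.0% DMSO / Incubation: 45 min room-temperature reaction, 5 min colour, 30 min stabiliser / Detection: colorimetric free-phosphate detection, absorbance 630 nm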
TbMetRS inhib – T. brucei MetRS inhibitors, primary screen, biochemical, luminescence | methionyl-tRNA synthetase (Trypanosoma brucei brucei) | purified T. brucei MetRS, ATP depletion, Kinase-Glo luminescence | inhibition, % at 11.9 µM | 360,000 compounds, 0.4% hits | AID 624268, 2012;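 active means inhibition above a per-plate cutoff of the control wells' mean inhibition plus 3 SD, cut at about 5.5% in these data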;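 further: 0% = DMSO wells median and 100% = median of wells with control inhibitor compound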
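Material: parasite MetRS enzyme / Replication: singlicate, one well per compound / Signal: luminescence of leftover ATP / Schedule: 2 h aminoacylation at 25 °C after 15 min preincubation / Medium: HEPES-MgCl2-KCl buffer plus DTT, spermine, BSA, pyrophosphatase / Doses: 11.9 µM single point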
DNMT1 block – human DNMT1 methyltransferase inhibitors, primary screen, biochemical, molecular beacon, fluorescence, HinP1I cleavage, uHTS. DNA (cytosine-5)-methyltransferase 1 (Homo sapiens), P26358. inhibition (reported as % activation of signal), % at 10 µM. 360,000 compounds, 0.83% hits; in the data active means inhibition above about 50%
Rpn11 inh – Rpn11 (PSMD14) deubiquitinase inhibitors, primary screen, biochemical, fluorescence polarization, uHTS; 26S proteasome non-ATPase regulatory subunit 14 (Homo sapiens), O00487; human 26S proteasome, Ub4-pepOG fluorescence polarization; 20S core pre-blocked with epoxomicin; calls only at 20 µM; 360,000 compounds, 0.59% hits;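 active means inhibition at 20 µM, scaled to each plate's controls, above about 33%, limit read from the data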
STEP block – STEP phosphatase inhibitors, primary screen, biochemical, fluorescence intensity, uHTS. Tyrosine-protein phosphatase non-receptor type 5 (Homo sapiens), P54829. recombinant STEP, OMFP fluorogenic substrate. inhibition, % at 20 µM. 360,000 compounds, 0.25% hits. AID 588621, 2011;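 active means inhibition at 20 µM, scaled per plate between control wells, above about 37%, limit read from the data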;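 further: 0% = DMSO with enzyme and substrate and 100% = substrate only without enzyme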
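medium = Bis-Tris buffer pH 6.0, 2.5 mM DTT, 0.005% Tween 20 | test system = STEP (striatal-enriched tyrosine phosphatase) enzyme, cell-free | measure = normalized % inhibition | compound dosing = 20 µM, 1% DMSO | also added = 25 µM OMFP | schedule = reaction 20 min, ambient temperature | measured by = fluorescence read at 480 nm ex / 540 nm em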
LMPTP block – LMPTP phosphatase inhibitors, primary screen, biochemical, fluorescence intensity, uHTS | inhibition, % at 20 µM | recombinant LMPTP-A, OMFP fluorogenic substrate | AID 651560, 2012 | 360,000 compounds, 0.22% hits;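 active means compounds that cut the enzyme signal by at least half of the control window in the single-dose screen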;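 further: plate controls were DMSO wells with enzyme plus substrate for no effect and substrate without enzyme for full effect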
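Material: LMPTP-A; amount: 0.625 nM enzyme; doses: single 20 µM dose; times: reaction 50 min, room temperature, dark; technique: fluorescence intensity of OMFP turnover product; benchmarks: no-enzyme and uninhibited controls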
CSN deneddyl inh – inhibitors of CSN-mediated cullin deneddylation, primary screen, biochemical, fluorescence polarization, uHTS; Purified CSN, SCF-Nedd8-OG deneddylation; 360,000 compounds, 0.38% hits; COP9 signalosome complex subunit 5 (Homo sapiens), Q92905; inhibition, % at 12.5 µM;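 active means pattern-corrected inhibition above about 35%, with an unprinted fluorescence ratio check between 0.5 and 1.5, limit read from the data, passing the limit was not always enough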;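 further: 0% = enzyme with substrate and 100% = substrate without enzyme; some results filed as inactive read as strong as hits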
Target sequence (Q92905 whole entry, looked up, one chain of several): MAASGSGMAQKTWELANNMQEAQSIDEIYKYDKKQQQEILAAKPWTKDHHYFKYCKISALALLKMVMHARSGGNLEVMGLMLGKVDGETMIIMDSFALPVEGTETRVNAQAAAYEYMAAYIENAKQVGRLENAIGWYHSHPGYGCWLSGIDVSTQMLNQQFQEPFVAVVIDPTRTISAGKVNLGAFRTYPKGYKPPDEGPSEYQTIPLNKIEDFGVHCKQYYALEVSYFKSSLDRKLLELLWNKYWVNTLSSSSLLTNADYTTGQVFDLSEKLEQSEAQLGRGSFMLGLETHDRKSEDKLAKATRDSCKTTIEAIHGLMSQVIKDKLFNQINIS
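Test system: purified human Csn5 enzyme expressed in HEK293T cells. Amount: 0.24 nM enzyme. Reagent: SCFSkp2-Nedd8OG substrate at 10 nM final. Schedule: 90 min incubation of compound, enzyme and substrate at room temperature. Detection: fluorescence polarization. Read-out: % inhibition of substrate cleavage by Csn5.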
SUMO1 PPI mod – modulators of SUMO1 protein-protein interactions, primary screen, biochemical, uHTS | inhibition, % at 20 µM | AID 602429, 2012 | SUMO1 binding to a labelled peptide, TR-FRET, 1 h | Small ubiquitin-related modifier 1 (Homo sapiens), P63165 | 360,000 compounds, 0.33% hits; in the data active means inhibition above about 37%
Target sequence (P63165 whole entry, looked up): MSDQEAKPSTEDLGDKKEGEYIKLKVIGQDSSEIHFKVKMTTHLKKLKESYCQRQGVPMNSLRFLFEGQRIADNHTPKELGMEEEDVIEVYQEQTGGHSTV
PABP1 MLLE inh – inhibitors of PABP1 MLLE–PAM2 peptide binding, primary screen, biochemical, fluorescence polarization, FITC-PAM2, GST-MLLE; 360,000 compounds, 0.36% hits; Polyadenylate-binding protein 1 (Homo sapiens), P11940; AID 588489, 2011; inhibition, % at 20 µM; in the data active means inhibition above about 35%, passing the limit was not always enough;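 further: plate controls were DMSO wells with GST-MLLE for no effect and wells lacking GST-MLLE protein for full effect; some results filed as inactive read as strong as hits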
Target sequence (P11940 whole entry, looked up): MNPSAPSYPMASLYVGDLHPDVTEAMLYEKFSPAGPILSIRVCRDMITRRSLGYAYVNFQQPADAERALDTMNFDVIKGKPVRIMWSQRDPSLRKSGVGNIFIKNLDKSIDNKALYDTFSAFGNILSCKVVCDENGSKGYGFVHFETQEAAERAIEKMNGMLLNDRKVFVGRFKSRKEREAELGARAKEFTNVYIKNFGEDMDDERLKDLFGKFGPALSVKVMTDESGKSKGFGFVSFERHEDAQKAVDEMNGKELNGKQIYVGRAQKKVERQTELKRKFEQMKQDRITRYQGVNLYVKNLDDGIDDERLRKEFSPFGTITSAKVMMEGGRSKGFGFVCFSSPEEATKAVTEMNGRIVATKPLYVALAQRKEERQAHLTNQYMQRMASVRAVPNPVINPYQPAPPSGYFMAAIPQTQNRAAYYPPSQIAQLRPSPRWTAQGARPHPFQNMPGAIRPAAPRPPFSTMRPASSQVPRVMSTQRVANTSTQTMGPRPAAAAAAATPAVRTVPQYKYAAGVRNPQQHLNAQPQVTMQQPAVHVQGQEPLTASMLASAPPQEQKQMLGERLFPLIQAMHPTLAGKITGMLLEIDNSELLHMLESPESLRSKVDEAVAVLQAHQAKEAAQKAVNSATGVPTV
An asterisk follows results filed as active; i = inactive; . = not tested or not shown.

SMILES	NadD block	Scp-1 inhibitor	TbMetRS inhib	DNMT1 block	Rpn11 inh	STEP block	LMPTP block	CSN deneddyl inh	SUMO1 PPI mod	PABP1 MLLE inh
S=c1[nH]c2ccc3ccccc3c2[nH]1	3	14	0.0	4	i	3	-2.8	-2	2	-53
Cc1ccc(NC(=O)c2cccnc2)c([N+](=O)[O-])c1	-1	-2	1.0	4	i	-2	0.9	6	-31	3
COc1ccc(/C=N/N(C)C2=NS(=O)(=O)c3ccccc32)cc1	-2	-12	-0.1	1	i	3	0.8	-1	15	-10
O=C1OCCN1C(=O)[C@H]1[C@H](c2ccc(F)cc2)C(c2ccc(F)cc2)=NN1c1ccccc1	-4	-9	-0.3	-2	i	-2	4.4	-4	2	0
COc1ccccc1CNc1nc(NCc2ccc(C(C)C)cc2)c2sccc2n1	25	.	-0.5	-25	i	9	6.8	-5	-5	13
CC(=O)Nc1nc2c(s1)C(=O)NCCC2	-5	0	-0.8	0	i	-3	0.1	3	20	14
CN(C(=O)c1ccc(NC(=O)Cc2cccc(NC(=O)C3CCN(C(=O)c4ccccc4)CC3)c2)cc1)C1CCCC1	3	-3	-0.2	-7	i	1	0.0	5	6	-27
Oc1ccc2nc(Cc3ccccc3)[nH]c2c1	2	-4	0.6	-3	i	-2	-1.4	0	28	-28
COc1ccc(S(=O)(=O)N2CCC(C)CC2)cc1OC	-3	1	-0.4	-1	i	-3	-1.3	1	0	-2
CCOC(=O)C1C(=O)NCC2CCCC21 (stereo not given)	-7	1	-0.7	3	i	-3	-1.8	-1	-4	0
CN(Cc1ccccc1)C(=O)c1cccc(NC(=O)Cc2ccc(NC(=O)C3CCCN(C(=O)C4CC4)C3)cc2)c1 (stereo not given)	0	-25	-0.2	2	i	-2	-0.7	-2	-3	-17
CC1(C)CC(=O)C(C(c2ccco2)C2C(=O)CC(C)(C)CC2=O)C(=O)C1	3	-1	-0.2	-2	i	-1	-0.3	1	-1	17
O=C(CN(c1ccccc1)S(=O)(=O)c1ccccc1)N1CCN(Cc2ccc3c(c2)OCO3)CC1	1	1	-1.2	0	i	0	1.3	1	-3	-6
N=c1c2c(ncn1CCN1CCOCC1)Oc1ccc3ccccc3c1C2c1ccccc1 (stereo not given)	-5	0	-0.4	-3	i	-4	2.8	0	-7	2
O=C(NCCCN1CCOCC1)c1ccc2c(=O)n(-c3ccc(F)c(Cl)c3)c(=S)[nH]c2c1	-8	2	-0.6	1	i	1	-0.2	5	1	-2
COC(=O)Nc1nn(-c2ccc(C)cc2)c(=O)c(C#N)c1C	0	1	-0.2	-9	i	-2	-1.3	1	-37	-3
CC(C)Cc1nnc(N)s1	1	1	0.1	11	i	6	-2.5	1	-4	-6
COC(=O)c1ccc(NC(=O)CSc2nnc(CNc3ccc(OC)cc3)n2C)cc1	5	-18	0.3	-4	i	-4	-0.4	1	-5	-17
OCC1(CO)COC(/C=C/c2ccccc2)=N1	-5	-4	0.3	-1	i	-1	-1.1	-2	-1	-9
O=C(NCC1COc2ccccc2O1)C1CCCN(S(=O)(=O)c2cnc[nH]2)C1 (stereo not given)	1	-6	-0.8	4	i	0	-1.1	-6	-5	9
COCCn1c(Cc2ccccc2)nnc1SCC(=O)N1CCCC1=O	-4	-5	-0.5	-65	i	-4	-0.8	-6	3	-54
CCn1c(SCc2cc(=O)[nH]c3ccccc23)nnc1C1CC1	-1	-4	0.4	2	i	0	-0.2	3	-3	-1
CC(C)c1csc(CN2CCCC(CNC(=O)c3cccc4ccccc34)C2)n1 (stereo not given)	-6	5	0.2	1	i	0	0.1	4	-5	1
COc1ccccc1OCc1nnc(SCC(=O)N2CCCC2)o1	1	-3	-0.9	1	i	-1	0.0	2	1	-15
CCC1Oc2ccc(C)cc2N(CC(=O)NCCN2CCOCC2)C1=O (stereo not given)	-2	-4	0.1	2	i	-2	0.4	-1	-14	6

Following part:
SMILES	NadD block	Scp-1 inhibitor	TbMetRS inhib	DNMT1 block	Rpn11 inh	STEP block	LMPTP block	CSN deneddyl inh	SUMO1 PPI mod	PABP1 MLLE inh
Nn1c(SCC(=O)Nc2cc(S(=O)(=O)N3CCOCC3)ccc2Cl)nnc1-c1cccnc1	2	-9	0.1	-5	i	4	0.7	-1	2	-34
CCOC(=O)CCNC(=O)N1CCC(CCOc2ccccc2)(C(=O)OCC)CC1	-6	-2	-0.5	2	i	-3	-0.7	0	5	18
CCC1(CC)C(=O)N(C)C(=O)NC1=Nc1ccc(OC)cc1	-3	-8	-0.9	2	i	-2	-1.1	-2	0	3
CC(C)OCCCNC(=O)C1CCC(CNS(=O)(=O)c2ccccc2)CC1 (stereo not given)	-3	-7	0.9	13	i	-2	-1.9	1	0	-1
CCOc1ccc(OCc2ccc(C(=O)Nc3ccc(Cl)cn3)o2)cc1	-3	-1	-0.9	-2	i	4	1.7	-4	-1	-1
Cc1ccc(/C=N/n2cnc3sc(-c4ccccc4)cc3c2=O)o1	1	10	-1.5	1	i	-2	-1.1	3	-5	6
O=C(O)c1cccc(S(=O)(=O)NCc2cccs2)c1	-7	-7	-0.2	7	i	0	-1.0	34	27	-10
Cc1ccc(S(=O)(=O)Nc2ccccc2F)cc1C(=O)N1CCN(c2ccccc2O)CC1	0	-10	-0.4	1	i	-1	-0.8	-5	4	0
Cn1c(CCN2CCCCC2)nc2cc(NC(=O)COc3ccc(Cl)cc3)ccc21	-5	-10	-0.4	-2	i	1	2.5	2	32	1
NC(=S)c1cc2cc(Br)ccc2oc1=O	1	-3	-0.3	-4	i	0	1.0	-7	-20	32
CSc1ccc(Cl)c(C(=O)NCCCn2ccnc2)c1	-5	-14	0.5	1	i	0	0.5	-5	-3	-1
O=C(C1=C(O)C(=O)N(CCN2CCOCC2)C1c1cccc(Br)c1)c1cccs1 (stereo not given)	0	1	0.1	0	i	0	-0.1	0	-10	6
O=c1c2c(-c3ccccc3)csc2nc2c3ccccc3c(NCCN3CCOCC3)nn12	24	5	-0.1	-3	i	9	8.7	3	64*	5
Cc1ccccc1CSCC(=O)NC(=O)NC(C)(C)C	1	-5	-0.6	-2	i	4	-0.4	-1	-3	-15
Cc1cc(NC(=O)CSc2nc3ccccc3[nH]2)no1	5	-2	-0.3	1	i	-2	-0.8	-1	-2	3
CSc1ccc(Cn2c(C)c(C(=O)NCc3ccc(F)cc3)sc2=O)cc1	-7	.	-0.2	-7	i	2	3.1	-4	2	2
CCCCCCSc1ccc(-c2nc3ccc(Cl)cn3c2NC2CCCCC2)cc1	6	8	-0.3	5	i	6	2.0	12	-13	-18
Cc1ccc(Cn2ccc(NC(=O)c3c(-c4ccccc4Cl)noc3C)n2)cc1	-6	-18	0.8	-3	i	-2	2.9	0	0	-1
COCc1cc(C)nc(SCC(=O)Nc2ccccc2N2CCOCC2)c1C#N	0	-2	-0.2	-3	i	0	-1.2	-1	-2	-3
CCOc1ccc(OCCn2c(SCC(=O)O)nc3ccccc32)cc1	5	1	-0.2	0	i	0	-0.3	-2	2	-92
Cc1ccc(NC(=O)Nc2nnc(-c3ccccc3)o2)cc1	2	-5	-0.1	2	i	-2	-0.3	1	0	-2
Cc1nc2nc(C)c(CCC(=O)N3CCN(c4ccccc4)CC3)c(C)n2n1	1	-4	0.0	3	i	-3	-1.4	2	-1	1
CC(=O)c1ccccc1OCCOc1ncnc2sccc12	-7	-9	0.3	-2	i	-4	0.4	-1	5	-10
S=C(NCCCn1ccnc1)NC1CCCCC1	4	-4	-0.1	13	i	-1	-7.0	-5	-2	-35
Cn1c(Sc2ccccc2Cl)c(C=O)c2ccccc21	-3	-9	-4.2	-6	i	1	1.3	-1	0	-14

Among those listed so far, these contain bromine:
SMILES	NadD block	Scp-1 inhibitor	TbMetRS inhib	DNMT1 block	Rpn11 inh	STEP block	LMPTP block	CSN deneddyl inh	SUMO1 PPI mod	PABP1 MLLE inh
NC(=S)c1cc2cc(Br)ccc2oc1=O	1	-3	-0.3	-4	i	0	1.0	-7	-20	32
O=C(C1=C(O)C(=O)N(CCN2CCOCC2)C1c1cccc(Br)c1)c1cccs1 (stereo not given)	0	1	0.1	0	i	0	-0.1	0	-10	6

(next part)
SMILES	NadD block	Scp-1 inhibitor	TbMetRS inhib	DNMT1 block	Rpn11 inh	STEP block	LMPTP block	CSN deneddyl inh	SUMO1 PPI mod	PABP1 MLLE inh
CCCCC1CCC(C(=O)Nc2ccc(N3CCOCC3)cc2N2CCOCC2)CC1 (stereo not given)	-3	0	-0.3	-3	i	4	1.9	-3	0	-4
Cc1ccc(/C=N/NC(=O)c2nnn(-c3nonc3N)c2-c2cccs2)cc1	0	-13	-0.7	3	i	-4	-1.1	4	-13	7
CCCS(=O)(=O)NCc1cn2c(C)csc2n1	0	-14	0.7	-2	i	-2	0.8	-1	9	-15
CSc1ccc(C2Nc3cccc4cccc(c34)N2)cc1	11	17	0.0	-12	i	5	9.8	1	-10	0
CCc1nnc(NC(=O)CSc2nnc(COc3ccccc3)n2Cc2ccccc2)s1	2	-6	0.3	21	i	0	0.8	1	1	-4
O=C(OC(C(=O)Nc1ccc(Cl)cc1C(F)(F)F)c1ccccc1)C1=COCCO1 (stereo not given)	-1	11	-0.1	6	i	2	0.2	4	2	4
CC(C)C[C@H]1CNC(=S)N1CC1CCN(CC2CCC(C(C)(C)C)CC2)CC1 (stereo not given in full)	13	4	-0.5	1	i	2	-1.0	-2	-3	-86
CCn1c(CNC(=O)c2ccc(Cl)cc2)nnc1SCC(=O)N1CCOCC1	1	1	0.3	1	i	-1	-1.4	0	0	2
COC(=O)[C@@]12C[C@@H](CC(=O)N3CCSCC3)C(=O)N(Cc3cccc4ccccc34)C1=CCC(C)(C)C2	.	.	-0.9	.	.	.	1.8	-6	-7	.
